Screening results as filed in PubChem BioAssay.
AmpC inh no detg: qHTS Inhibitors of AmpC Beta-Lactamase (assay without detergent). P00811. Potency, µM (top dose mostly 57.1 µM), inactives show at the top dose activity change, negative = inhibition, most hits filed as inhibitors. 330,000 tested, 0.52% active. AmpC nitrocefin hydrolysis, absorbance 480 nm, 0.0001% Triton;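 also: potency is read from the fitted curve at half-maximal effect; plate controls were no compound for no effect and no enzyme for full effect; nearly all actives have a fitted effect of over 20% in size; some results filed as inactive show a strong effect at the top dose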
Target sequence (P00811 whole entry, looked up): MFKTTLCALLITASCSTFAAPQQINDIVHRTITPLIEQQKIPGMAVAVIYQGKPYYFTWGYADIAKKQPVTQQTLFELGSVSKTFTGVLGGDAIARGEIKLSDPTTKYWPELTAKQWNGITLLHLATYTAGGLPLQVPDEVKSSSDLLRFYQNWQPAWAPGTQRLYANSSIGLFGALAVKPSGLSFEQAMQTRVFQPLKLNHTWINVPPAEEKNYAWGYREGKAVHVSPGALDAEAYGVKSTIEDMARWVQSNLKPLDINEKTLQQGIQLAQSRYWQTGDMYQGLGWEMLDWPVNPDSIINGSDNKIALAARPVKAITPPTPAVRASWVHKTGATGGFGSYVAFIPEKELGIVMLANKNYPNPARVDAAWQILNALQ
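AmpC (5.3 nM in the dispensed reagent) in 20 mM phosphate pH 7.0 with 0.01% (detergent screen) or 0.0001% Triton X-100 was preincubated with compounds for 15 min at room temperature. Nitrocefin was then added from an 800 uM solution, and hydrolysis was followed at 480 nm.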
HCMV inh: qHTS Assay for inhibitors of the human cytomegalovirus (HCMV) | HFF cells, HCMV-luciferase reporter, 72 h; active compounds read low | activity change, negative = inhibition, % at 57.5 µM | 410,000 tested, 4.5% active; in the data active = activity change below about -60%; inconclusive = no clear call, values can overlap the other calls; inactive = above about -39%
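Human foreskin fibroblasts infected with luciferase-reporter HCMV at MOI 1 PFU/cell, compounds at two doses. Luciferase measured 72 h post infection; normalized to buffer-only basal and Salinomycin (10uM) controls.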
Giardia FBPA inh: qHTS Assay for Inhibitors of Fructose-1,6-bisphosphate Aldolase from Giardia Lamblia | A8B2U2 | Potency, µM (series often up to 59.6 µM), for the others: at the top dose activity, negative = inhibition, actives largely listed as inhibitors | purified Giardia FBPA | 290,000 tested, 0.71% active; also: potency is read from the fitted curve at half-maximal effect; nearly all actives have a fitted effect of over 55% in size
Target sequence (A8B2U2 whole entry, looked up): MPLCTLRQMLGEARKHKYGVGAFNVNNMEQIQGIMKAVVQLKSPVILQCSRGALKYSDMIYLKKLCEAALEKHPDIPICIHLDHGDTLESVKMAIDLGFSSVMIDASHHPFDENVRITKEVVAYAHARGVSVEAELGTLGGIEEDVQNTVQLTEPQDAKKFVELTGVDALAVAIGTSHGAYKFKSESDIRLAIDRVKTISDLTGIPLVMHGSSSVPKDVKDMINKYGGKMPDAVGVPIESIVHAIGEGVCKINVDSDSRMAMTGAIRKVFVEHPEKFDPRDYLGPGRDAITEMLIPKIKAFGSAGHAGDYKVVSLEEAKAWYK
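40 nM FBPA preincubated 10 min at RT with compound (up to 57.5 uM final), then substrate plus GAPDH/TPI/NAD/arsenate coupling and diaphorase/resazurin added. Fluorescence read after 20 min at RT, 525/598 nm.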
Sm TGR inh: qHTS Assay for the Inhibitors of Schistosoma Mansoni Peroxiredoxins. Schistosoma mansoni thioredoxin glutathione reductase (TGR), Q962Y6. purified TGR, DTNB reduction, TNB absorbance 405 nm. Potency, µM (highest dose often 114 µM), for inactives: at the top dose activity change, negative = inhibition, usual class: inhibitors. 360,000 tested, 3% active; also: potency is read from the fitted curve at half-maximal effect; nearly all actives have a fitted effect of over 60% in size
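Kinetic colorimetric format: TGR-catalysed, NADPH-driven DTNB reduction monitored via TNB absorbance. Enzyme dispensed at 20 nM; compound exposure 15 min at room temperature before reaction start.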
AMA1 RON2 block: qHTS for Inhibitors of AMA1-RON; Towards Development of Antimalarial Drug Lead: Primary Screen | Plasmodium falciparum AMA1 (3D7) - RON2 peptide interaction | AlphaScreen AMA1-biotinylated RON2 peptide binding | Potency, µM (series often up to 58.2 µM), inactives show at the top dose activity change, negative = inhibition, hits mostly inhibitors | 360,000 tested, 0.2% active;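 also: potency is read from the fitted curve at half-maximal effect; 0% = vehicle wells and -100% = peptide control; nearly all actives have a fitted effect of over 45% in size; some results filed as inactive show a strong effect at the top dose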
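AMA1 (3D7) with his tag at 25 nM final met compounds first, then biotinylated RON2 peptide at 25 nM; detection used donor plus acceptor beads, 10 µg/mL apiece, read by AlphaScreen after 30 min at room temperature.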
AmpC inh detg: qHTS Inhibitors of AmpC Beta-Lactamase (assay with detergent). P00811. AmpC hydrolysis of nitrocefin, absorbance 480 nm, 0.01% Triton. Potency, µM (series often up to 114 µM), for inactives: top-dose activity change, negative = inhibition, actives largely listed as inhibitors. 370,000 tested, 0.041% active. AID 485294, 2010;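 also: potency is read from the fitted curve at half-maximal effect; 0% = no-compound wells and -100% = no-enzyme wells; nearly all actives have a fitted effect of over 25% in size; some results filed as inactive show a strong effect at the top dose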
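AmpC (5.3 nM in the dispensed reagent) in 20 mM phosphate pH 7.0 with 0.01% (detergent screen) or 0.0001% Triton X-100 was preincubated with compounds for 15 min at room temperature. Nitrocefin was then added from an 800 uM solution, and hydrolysis was followed at 480 nm.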
Numbers without * were called inactive; ? = inconclusive; nt = no result given; [ ] = remark or other dose. Unless noted, calls follow the shape of the dose curve; as a rule, active = well fitted curve in the direction sought with a large enough effect; inconclusive = small, poorly fitted or top-dose-only effect, or another doubt; inactive = no such curve, though single readings can be large; an effect the other way counts as inactive or inconclusive. Unless noted, % is scaled to controls: 0 for no effect and ±100 for the full control effect.

#	mol	Sm TGR inh	AmpC inh detg	AmpC inh no detg	Giardia FBPA inh	HCMV inh	AMA1 RON2 block
1	CCN1CCN(C(=O)Cn2ncc3c4ccccc4n(Cc4ccccc4)c3c2=O)CC1	0%	7%	nt	nt	-21	nt
2	COc1cc(NC(=O)c2cc3c(s2)-c2ccccc2OC3)cc(OC)c1OC	7%	23%	nt	nt	?	nt
3	Cn1c(SCC(=O)N2CCOCC2)ncc(C(=O)Nc2ccc(F)cc2)c1=O	-7%	-2%	nt	nt	0	nt
4	O=C(Nc1cccc2nsnc12)c1cccnc1	-3%	-7%	-7%	-14%	-36	-12%
5	CN(C)S(=O)(=O)c1ccc(C(=O)Nc2nnc(-c3cccs3)o2)cc1	-13%	-7%	-16%	18µM*	?	73%[activator]
6	CN(C)CCOCCOc1ccc(Cl)cc1C(C)(C)C	8%	4%	77%[activator]	?	?	?
7	CCCCC(CC)CNS(=O)(=O)c1ccc2c(c1)CCN2C(=O)CCC(=O)O (centres undefined)	24%	0%	-7%	?	18	-4%
8	Cc1ccc(NC(=O)Cc2csc(C)n2)c(C)c1	-2%	18%	nt	nt	-4	nt
9	CN(C)CCCNC(=O)c1cc(C(=O)c2ccccc2)c[nH]1	9%	-3%	-9%	-3%	38	-2%
10	Cn1c(C(=O)O)ccc1S(=O)(=O)N1CCCCCC1	6%	2%	-21%	7%	-9	-13%
11	Cn1c(=O)c(C(=O)NCC2CCCO2)c(O)c2ccccc21 (centres undefined)	-4%[57.1 µM]	2%	38%	-12%	-34	20%
12	COc1ccc(NC(=O)/C=C/c2ccc(OC)c(OC)c2)cn1	31%	1%	0%	-3%	-22	-4%
13	COc1cc(OC)cc(C(=O)N[C@H](C(=O)NNC(=O)c2ccc(Br)cc2)C(C)C)c1	nt	nt	-47%	nt	-8	73%[activator]
14	O=c1oc2ccc(F)cc2cc1-c1nc(-c2cccs2)no1	9%	-1%	nt	nt	-19	nt
15	COc1ccc(C(=O)NC2=NCCS2)cc1S(=O)(=O)N1CCCCC1C (centres undefined)	9%	-9%	-15%	-5%	-33	38%[activator]
16	CCC(Oc1ccccc1)C(=O)Nc1nc2c(s1)C(=O)CC(C)(C)C2 (centres undefined)	9%	-3%	-57%	3%	-30	3%
17	Cn1c(SCC(N)=O)nnc1C1CCN(C(=O)NCc2ccccc2)CC1	5%	-9%	-17%	-5%	-9	7%
18	CCOC(=O)C1CCN(c2cc(=O)n(C3CCCCC3)c(=O)[nH]2)CC1	4%	0%	-8%	-15%	1	2%
19	CCOC(=O)Cc1ccc(NCc2ccc(Cl)cc2)cc1	-11%	2%	-20%	?	26	-14%
20	COc1ccc2sc(-c3ccccc3OC)c(C#CCCO)c2c1	?	5%	31%	nt	4	-15%
21	COc1ccccc1N(C(=O)c1snc(C(N)=O)c1N)C(C(=O)NCc1ccccc1)c1ccc(O)cc1 (centres undefined)	2%	-11%	-29%	-4%	40	-7%
22	O=C(NCc1ccc(OC(F)(F)F)cc1)C1CCC(=O)N(C2CC2)C1 (centres undefined)	-5%	-6%	2%	15%	52	-14%
23	O=C(NCCCN1CCCC1=O)C1CCN(S(=O)(=O)c2ccc(F)cc2)CC1	2%	-17%	-17%	nt	3	7%
24	NS(=O)(=O)c1ccc(N=Nc2c(-c3ccccc3)[nH]n(-c3nc(-c4ccccc4)cs3)c2=O)cc1	3%	3%	-36%	2%	-37	-3%
25	CCCc1nc2oc3c(=O)[nH]cnc3c2c2c1COC(C)(C)C2	5%	-3%	-23%	-1%	-19	-20%
26	COC1=CC(=Cc2c(N)n3nc(CC(=O)N4CCOCC4)sc3nc2=O)C=C(OC)C1=O	0%	5%	-22%	?	-19	27%
27	CN=c1scc(-c2cccs2)n1/N=C/c1ccc(O)c(O)c1O	?	4%	?	?	12	-23%
28	CCc1ccccc1NC(=O)CSc1nc(-c2ccccc2OC)nc2c1Cc1c(CO)cnc(C)c1O2	-3%	20%	nt	nt	-10	nt
29	O=C(Nc1ccn(Cc2ccccc2F)n1)c1ccc(COc2ccc(Br)cc2)cc1	11%	8%	-30%	-2%	-103*	-5%
30	Cc1ccc(NC(=O)C2CC(=O)N(c3ccc4c(c3)OCCO4)C2)cc1S(=O)(=O)N1CCCCCC1 (centres undefined)	-1%	0%	-8%	nt	?	15%

6 neighbouring entries out of the list so far, quoted:
#	mol	Sm TGR inh	AmpC inh detg	AmpC inh no detg	Giardia FBPA inh	HCMV inh	AMA1 RON2 block
18	CCOC(=O)C1CCN(c2cc(=O)n(C3CCCCC3)c(=O)[nH]2)CC1	4%	0%	-8%	-15%	1	2%
19	CCOC(=O)Cc1ccc(NCc2ccc(Cl)cc2)cc1	-11%	2%	-20%	?	26	-14%
20	COc1ccc2sc(-c3ccccc3OC)c(C#CCCO)c2c1	?	5%	31%	nt	4	-15%
21	COc1ccccc1N(C(=O)c1snc(C(N)=O)c1N)C(C(=O)NCc1ccccc1)c1ccc(O)cc1 (centres undefined)	2%	-11%	-29%	-4%	40	-7%
22	O=C(NCc1ccc(OC(F)(F)F)cc1)C1CCC(=O)N(C2CC2)C1 (centres undefined)	-5%	-6%	2%	15%	52	-14%
23	O=C(NCCCN1CCCC1=O)C1CCN(S(=O)(=O)c2ccc(F)cc2)CC1	2%	-17%	-17%	nt	3	7%

(listing goes on)
#	mol	Sm TGR inh	AmpC inh detg	AmpC inh no detg	Giardia FBPA inh	HCMV inh	AMA1 RON2 block
31	Cc1ccc(OC(C)C(=O)Nc2ccc(Cl)cn2)c([N+](=O)[O-])n1 (centres undefined)	nt	nt	-4%	nt	?	-4%
32	Cc1cccc(-c2c3c(=O)n(C)c(=O)n(C)c3cn2-c2ccccc2O)c1	-11%	-13%	-2%	13µM*	-24	-7%
33	c1ccc2sc(NN=C3CCCCCC3)nc2c1	nt	6%	-27%	-7%	4	22%
34	CCS(=O)(=O)c1ccc2oc(SCC(=O)NC3CCCC(C)C3C)nc2c1 (centres undefined)	8%	16%	41%	29%	-11	-3%
35	COc1cc(C(=O)NCC(=O)N/N=C(\C)Cc2ccccc2)cc(OC)c1OC	-1%	-11%	81%	2%	?	-7%
36	O=C(NC1CCCCCC1)C1c2ccccc2C(=O)N1CCCN1CCOCC1 (centres undefined)	0%	-15%	-8%	-2%	-5	-4%
37	Cc1noc2ncnc(Oc3ccccc3Cl)c12	-7%	-2%	-9%[2.29 µM]	3%	-12	-4%
38	CC(C)(C)C1CCc2c(sc(NC(=O)c3ccccc3F)c2C(=O)NCc2ccco2)C1 (centres undefined)	-2%	-4%	nt	nt	-2	nt
39	CCOc1ccccc1CN1CCN(Cc2cn(C)nc2-c2ccccc2)CC1CCO (centres undefined)	0%	4%	54%	2%	-3	-11%
40	CN(C)CCCn1c2c(c(SCC(=O)Nc3ccc4c(c3)OCO4)nc1=O)CCC2	-2%	?	-2%	nt	-33	-14%
41	COc1ccc(COC[C@H](C)[C@H](O)[C@@H](C)[C@H]2OC(=O)[C@@H]2C)cc1	nt	nt	nt	7%	26	6%
42	C=C1CC[C@@]2(O)[C@H]3Cc4ccc(O)c5c4[C@@]2(CCN3CC2CC2)[C@H]1O5	-10%	-5%	-32%	3%	nt	10%
43	CC(C)Cc1ccc(S(=O)(=O)N2CCC(c3ccncc3)CC2)cc1	9%	7%	nt	nt	?	nt
44	C=CCSc1nnc(-c2c[nH]c3ccccc23)n1CCOC	0%	3%	-12%	-6%	25	-6%
45	Cc1cccc(NC(=O)c2cnc3n(c2=O)CCS3)c1	3%	-3%	-11%	-4%	57	-5%
46	COc1ccc(C(=O)N(Cc2nc(-c3ccc(C)cc3)no2)C2CCCCC2)cc1OC	7%	3%	168%[activator]	-12%	21	-12%
47	CC(=O)Oc1ccc(C(=O)[C@H]2[C@H]3C(=O)N(c4ccc5ccccc5c4)C(=O)[C@H]3[C@@H]3C=CC=NN32)cc1	-1%	-8%	8%	-14%	58	-13%
48	CC(C)CNc1nc(N)c([N+](=O)[O-])c(NC2CCCCC2)n1	-29%	-1%	-18%	-1%	28	-5%
49	CCOC(=O)Cn1nc(C)c(NC(=O)COc2ccccc2[N+](=O)[O-])c1C	-4%	?	1%	0%	17	-1%
50	O=C(NCc1ccccc1Cl)c1ccc(-n2cnc3cccnc32)cc1	-6%	2%	nt	nt	-94*	nt
51	Nc1nc(SCC(=O)Nc2ccc(Oc3ccccc3)cc2)n[nH]1	1%	-3%	-11%	1%	20	15%
52	O=C(O)c1cccc(S(=O)(=O)N2CCN(c3ccccn3)CC2)c1	-6%	2%	-15%	4%	2	-8%
53	N#Cc1nc(-c2cccs2)oc1NCc1ccc2c(c1)OCO2	-11%	?	-22%	-2%	0	-18%
54	CCN(CC(=O)Nc1ccc(NC(C)=O)cc1)c1ccc(C(F)(F)F)cn1	-2%	?	-4%	4%	5	3%[2.32 µM]
55	CCOC(=O)C1C(=O)NC(N2CCN(Cc3ccccc3)CC2)=NC1c1ccccc1 (centres undefined)	2%	4%	26%	2%	27	-9%
56	COc1ccccc1-c1nn(-c2ccccc2)cc1C(=O)NC1CC1	-1%	-17%	-2%	nt	-2	0%
57	O=C(c1ccc(N2CCCC2=O)cc1)N1CCCCCC1	4%	2%	-10%	4%	29	-9%
58	O=C(Nc1ccc(Oc2ccc(C(=O)O)c(C(=O)O)c2)cc1)c1cccs1	-3%	-5%	-20%	18%	17	-6%
59	CC(C)CNS(=O)(=O)c1ccc(CCC(=O)N2CCN(c3ccccc3)CC2)cc1	5%	5%	48%	3%	?	-14%
60	COc1cc([N+](=O)[O-])ccc1NC(=O)NCc1cccnc1	-2%	4%	-55%	nt	-23	0%
61	COc1ccc(/C=N/NC(=O)c2ccccc2NC(=O)c2ccco2)c(OC)c1	7%	-2%	27%	0%	-1	40%[activator]
62	CCN(CC)P(=O)(Nc1ccc([N+](=O)[O-])cc1)c1c(C)nn(CCC#N)c1NC(=O)c1ccc(Cl)cc1 (centres undefined)	6%	2%	28%	9%	-17	-2%
63	N#C/C(=C\c1ccc(O)cc1)C(=O)NCc1cccc(Cl)c1	3%	1%	-47%	12%	33	12%
64	Cc1nn(C(C)C(=O)NC2CCCCCC2)c(=O)c2nn(-c3ccccc3)c(C)c12 (centres undefined)	-5%	0%	-8%	nt	-11	-8%
65	CCN(CC)Cc1oc(-c2ccccc2)cc1C(=O)O	50µM*	-6%	-18%	0%	37	8%
66	Clc1ccc2nc(CN3CCCCC3)cn2c1	0%	?	-10%	-1%	?	-9%
67	CC1=C(C(=O)Nc2ccc(C)cc2)C(c2ccc(Cl)cc2)n2nnnc2N1 (centres undefined)	3%	3%	nt	nt	-23	nt
68	COC(=O)c1sccc1NC(=O)COc1cccc(C)c1	-3%	-3%	-4%	-2%	0	-29%
